High-throughput results from PubChem.
Rab9 promoter act = activators of Rab9 promoter; actives 2.8% (n = 320,000); Potency, µM (series often up to 9.22 µM), for inactives: top-dose activation, negative = inhibition, most hits filed as activators; Huh7 Rab9 promoter-luciferase reporter, luminescence, 24 h; note: % of control where 0% means no effect; nearly all actives have a fitted effect of over 60% in size
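Using Huh7 cells stably transfected with Rab9 promoter–luciferase, compounds were incubated 24 h at 37 °C, 5% CO2; luciferase luminescence was read 10 min after reagent addition.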
NPC1 promoter act = activates the NPC1 promoter; Huh7 NPC1 promoter luciferase reporter, 24 h; Potency, µM (titrated, usually from 9.22 µM), for inactives: at the highest dose activation, most hits filed as activators; AID 485313; actives 2.4% (n = 320,000);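 note: % of control where 0% means no effect; nearly all actives have a fitted effect of over 60% in size; reporter is driven by a mutant NPC1 promoter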
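In 1536-well qHTS, Huh7 cells harboring an NPC1 promoter–luciferase construct received compound for 24 h; activation was quantified by luminescence following luciferase reagent addition.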
RORg inh = inhibitors of mouse ROR gamma transcriptional activity. P51450. Drosophila S2 Gal4-RORgamma UAS-luciferase reporter, 20 h. Potency, µM (titrated, usually from 53.6 µM), without a hit: top-dose activity change, negative = inhibition, actives largely listed as inhibitors. actives 5.4% (n = 310,000). AID 2551; note: % is set by controls: 0 for no effect and ±100 for the full control effect; nearly all actives have a fitted effect of over 60% in size
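A Gal4/UAS one-hybrid system in insect cells: metallothionein-promoter Gal4–ROR gamma fusion plus Photinus luciferase reporter. Copper sulfate 700 uM final, 20 hr ambient incubation, luminescent detection after 10 min with reagent.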
MBNL1-CUG inh = blocks human MBNL1 binding to CUG repeat RNA. Q9NR56. TR-FRET MBNL1-His/biotin-(CUG)12 binding, 665/545 ratio. Potency, µM (highest dose often 57.5 µM), for inactives: at the highest dose activity change, negative = inhibition, usual class: inhibitors. actives 0.036% (n = 280,000). AID 2675; active = well fitted inhibition curve with a large enough effect in the signal ratio, with a control signal flat, not every such curve was filed as active; inconclusive = small, poorly fitted or top-dose-only effect, or effect the other way, or a change in a side signal; inactive = no such curve, though single readings can be large or run the other way; the % refers to the signal ratio; note: % is set by controls: 0 for no effect and ±100 for the full control effect
Target sequence (Q9NR56 whole entry, looked up): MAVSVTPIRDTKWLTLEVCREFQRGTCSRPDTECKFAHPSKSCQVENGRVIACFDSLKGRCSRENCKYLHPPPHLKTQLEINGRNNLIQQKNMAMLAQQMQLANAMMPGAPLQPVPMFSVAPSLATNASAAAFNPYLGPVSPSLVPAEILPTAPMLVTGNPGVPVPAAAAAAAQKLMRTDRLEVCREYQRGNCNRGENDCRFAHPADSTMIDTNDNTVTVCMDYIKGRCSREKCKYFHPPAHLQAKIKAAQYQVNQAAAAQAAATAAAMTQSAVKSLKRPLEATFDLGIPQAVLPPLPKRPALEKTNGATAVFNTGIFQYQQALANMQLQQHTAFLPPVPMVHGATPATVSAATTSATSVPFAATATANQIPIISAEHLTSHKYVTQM
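Compounds (final 92 nM to 58 uM) are added to His-tagged MBNL1 and biotin-(CUG)12, then terbium anti-His antibody and streptavidin-XL665 (5 nM final). After 60 min at room temperature, the 665/545 nm ratio is read.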
BRCA1 expr act = BRCA1 expression activation | actives 1.1% (n = 380,000) | AID 624202 | Potency, µM (series often up to 46.1 µM), for inactives: at the top dose activation, usual class: activators | MCF7-BRCA1-FFLuc reporter, luminescence, 48 h; response scale: scaled: vehicle 0%, 10 µM genistein 100%; note: nearly all actives have a fitted effect of over 80% in size; some results filed as inactive show a strong effect at the top dose
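First, MCF7-BRCA1-FFLuc cells (2000/well) attach for 2 h; next, compounds are pin-added and incubated 48 h at 37 °C; finally, luciferase reagent is added and luminescence read after 15 min.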
p53 reactivator = mutant p53 re-activation in reporter cells | H1299 p53-A138V BP100-luciferase reporter, luminescence, 24 h | actives 0.063% (n = 320,000) | AID 504706 | Potency, µM (doses to about 92.2 µM), inactives show at the top dose activity change, positive = activation, actives largely listed as activators; note: % of control where 0% means no effect; nearly all actives have a fitted effect of over 45% in size
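H1299 (p53-null), stable ts p53-A138V + BP100-Luc; 1000 cells/well, Opti-MEM/10% FBS; cpd 4 pt, 1:5; 24 h, 37 deg C, 5% CO2; detection reagent 10 min RT; luminescence.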
FLuc counter = firefly luciferase modulation, counter-screen for miR-21 project | Potency, µM (top dose mostly 57.5 µM), inactives show top-dose activity change, negative = inhibition, actives largely listed as inhibitors | AID 588342 | actives 6.9% (n = 360,000) | purified FLuc, Km substrates, luminescence inhibition;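 note: plate controls were vehicle for no effect and reference inhibitor for full effect; nearly all actives have a fitted effect of over 55% in size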
Target sequence (P08659 whole entry, looked up): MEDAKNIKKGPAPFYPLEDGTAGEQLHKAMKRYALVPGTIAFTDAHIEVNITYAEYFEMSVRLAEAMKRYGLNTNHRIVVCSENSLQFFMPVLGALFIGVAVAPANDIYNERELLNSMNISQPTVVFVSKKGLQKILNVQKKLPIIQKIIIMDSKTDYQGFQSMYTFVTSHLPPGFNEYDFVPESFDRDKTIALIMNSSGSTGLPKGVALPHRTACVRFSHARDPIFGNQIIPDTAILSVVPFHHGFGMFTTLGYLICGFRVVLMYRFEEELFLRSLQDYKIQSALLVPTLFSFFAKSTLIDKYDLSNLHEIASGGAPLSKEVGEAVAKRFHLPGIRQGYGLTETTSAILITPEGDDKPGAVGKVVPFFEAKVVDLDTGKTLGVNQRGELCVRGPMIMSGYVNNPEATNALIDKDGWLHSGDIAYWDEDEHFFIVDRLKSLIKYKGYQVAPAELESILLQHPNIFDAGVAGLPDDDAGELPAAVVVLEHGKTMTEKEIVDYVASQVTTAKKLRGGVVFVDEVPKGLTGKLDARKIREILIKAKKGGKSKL
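Purified P. pyralis luciferase (10nM final) with 10uM D-luciferin and 10uM ATP (Km levels) in 50mM Tris acetate pH 7.5, 10mM Mg acetate, 0.01% Tween-20, 0.05% BSA; qHTS 6-point titration, ~60 µM downward; luminescence read.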
ELG1 genotoxic = induces genotoxicity in HEK293T cells with luciferase-tagged ELG1. actives 1.3% (n = 330,000). Potency, µM (series often up to 46 µM), inactives show top-dose activity change, positive = activation, hits mostly activators. HEK293T ELG1-luciferase reporter, luminescence, 16 h; note: % of control where 0% means no effect; nearly all actives have a fitted effect of over 60% in size
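Quantitative HTS format in 1536-well plates. HEK293T ELG1-luciferase reporter cells receive test compound and are incubated 16 hr at 37 °C, 5% CO2; ONE-Glo added, 30 min room temperature, then luminescence read.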
uPA surface inh = cell surface uPA generation inhibition | AID 540303 | cell surface uPA generation assay, qHTS | actives 0.31% (n = 330,000) | Potency, µM (highest dose often 38.3 µM), without a hit: at the highest dose activity change, negative = inhibition, usual class: inhibitors; active = well fitted inhibition curve with a large enough effect; inconclusive = small, poorly fitted or top-dose-only effect; inactive = no such curve, though single readings can be large or run the other way; tested in mouse RAW 264.7 cells; note: % is set by controls: 0 for no effect and ±100 for the full control effect; nearly all actives have a fitted effect of over 55% in size
Gal4-VP16 FLuc = inhibits Gal4-VP16 luciferase reporter, ROR gamma counter-screen; Drosophila S2 Gal4-VP16 UAS-luciferase, luminescence, 20 h; Potency, µM (doses to about 53.6 µM), inactives show at the top dose activity, negative = inhibition, hits mostly inhibitors; actives 3.5% (n = 310,000); AID 2546;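 note: Gal4-VP16 expression switched on by copper sulfate through the metallothionein promoter; % is set by controls: 0 for no effect and ±100 for the full control effect; nearly all actives have a fitted effect of over 50% in size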
Starred values were filed as active, the others as inactive; ? = inconclusive; . = not tested or not shown; [ ] = dose if it differs, or a comment. Unless noted, calls come from the whole dose curve; as a rule, active = well fitted curve in the direction sought with a large enough effect; inconclusive = small, poorly fitted or top-dose-only effect, or another doubt; inactive = no such curve, though single readings can be large; an effect the other way counts as inactive or inconclusive. Potency is the fitted concentration of half-maximal effect. Hits appear at their usual frequency. About 13% of those tested had a hit in this group.

SMILES	Rab9 promoter act	NPC1 promoter act	RORg inh	MBNL1-CUG inh	BRCA1 expr act	p53 reactivator	FLuc counter	ELG1 genotoxic	uPA surface inh	Gal4-VP16 FLuc
NC(=O)CC(c1ccccc1)c1ccc2c(c1)OCO2 (stereo not given)	0%	-1%	-6%	-6%	-16%	1%	0%	0%	0%	-2%
CC(=O)c1ccc(S(=O)(=O)N2CCN(CC(=O)Nc3ccc(Cl)c([N+](=O)[O-])c3)CC2)cc1	2%	1%	.	.	-4%	-11%	2%	-3%	1%	.
O=C(NCCCN1CCC(Cc2ccccc2)CC1)C1CCN(S(=O)(=O)N2CCOCC2)CC1	-2%	6%	-9%	-16%	5%	2%	-1%	-4%	-2%	-2%
COc1ccccc1NC(=O)CSc1nnnn1C	5%	2%	-18%	-9%	11%	60%	0%	3%	3%	-5%
CC(Cl)c1cc(-c2ncc(C(F)(F)F)cc2Cl)no1 (stereo not given)	2%	-2%	-1%	.	4%	-2%	?	7%	-8%	-5%
Cc1ccc(NC(=O)CNC(C)c2ccccc2)cc1 (stereo not given)	14%	20%	-1%	1%	?	19%	?	13%	-5%	-1%
Cn1ccnc1C(O)c1cc(C(C)(C)C)c(O)c(C(C)(C)C)c1 (stereo not given)	26%	11%	10µM*	6%	4%	17%	0%	0%	3%	?
Cc1csc(NC(=O)CSC2=NCCS2)n1	2%	-6%	-11%	5%	31%	?	-7%	0%	-7%	1%
CCCCc1nnc(NC(=O)C2CC(=O)N(Cc3ccccc3)C2)s1 (stereo not given)	-7%	-8%	16%	0%	-5%	-10%	0%	1%	2%	-2%
O=C(N[C@H]1CC1c1ccccc1)c1ccc([N+](=O)[O-])cc1 (stereo not given in full)	0.71µM*	1.1µM*	-43%	?	?	?	5.4µM*	?	-23%	-14%
O=C(NC1CCCCC1)N1CCN(c2ccccc2Cl)CC1	6%	-2%	1%	4%	20%	-1%	-1%	3%	0%	0%
Cc1ccc(NC2CCCN(C(=O)CN3C(=O)CSC3=O)C2)cc1C (stereo not given)	2%	-2%	1%	-8%	-6%	4%	-2%	4%	-13%	-10%
COc1ccc(C(O)(CCN2CCCCC2)C2CCCCC2)cc1 (stereo not given)	0%	-4%	10%	-4%	-16%	4%	-1%	-3%	-10%	5%
O=c1ccc2cc3c(-c4ccccc4)coc3cc2o1	3%	-1%	41%	-1%	22%	0%	19µM*	7%	-1%	17%
Cc1c(C(c2ccc(O)cc2)c2c(C)n(C)n(-c3ccccc3)c2=O)c(=O)n(-c2ccccc2)n1C	-5%	0%	?	-1%	-32%	-2%	1%	0%	-4%	-1%
COc1ccc(OC)c(NC(=O)CCN2CCC(C)CC2)c1	2%	0%	5%[0.365 µM]	-1%	16%	-12%	-1%	-1%	2%	.
O=C1c2ccccc2C(=O)N1OCc1cccc(Cl)c1	4%	0%	8%	21%	-11%	-5%	19µM*	3%	1%	?
Cc1ccc(NC(=O)CSc2n[nH]c(-c3cccnc3)n2)cc1Cl	-3%	-2%	44%	-10%	-19%	-1%	?	3%	6%	-17%
CCOC(=O)C1=C(O)C(=O)N(c2ccc(S(N)(=O)=O)cc2)C1c1ccc(Br)cc1 (stereo not given)	-1%	9%	1%	19%	-3%	-3%	-1%	-4%	4%	1%
CS(=O)(=O)Nc1nc2n(n1)C(c1ccccc1)C=C(c1ccc(Br)cc1)N2 (stereo not given)	-4%	0%	16%	34%[activator]	-9%	-6%	-2%	-3%	-3%	-9%[0.365 µM]
CCn1c(SCc2cc(=O)n3ccsc3n2)nc2ccccc21	-2%	0%	14%	14%	34%	9%	-15%	8%	-5%	-12%[10 µM]
O=C(c1ccc(S(=O)(=O)N2CCC(c3nc4ccccc4[nH]3)CC2)cc1)N1CCOCC1	0%	-3%	21%	-1%	-9%	-1%	-1%	-4%	8%	0%
Cc1cc(C)c(C)c(S(=O)(=O)Nc2ccc(O)cc2)c1C	-6%	-5%	-9%[0.365 µM]	1%	-36%	-17%	0%	-6%	-3%	.
Cc1nc(NC(C)C(=O)O)c2nc(C)oc2n1 (stereo not given)	7%	-3%	-5%	-10%	5%	4%	-1%	2%	0%	-11%
CC(C)Cn1c(SCC(=O)Nc2cc(Cl)c(Cl)cc2Cl)nc(O)cc1=O	-5%	0%	.	.	-27%	-4%	0%	-3%	1%	.
CC(=O)N(CCc1cccc(C)c1)Cc1cc2cc(C)ccc2[nH]c1=O	-1%	-5%	-10%	-2%	-8%	-2%	-2%	0%	-8%	-6%
CCN(C(=O)c1ccc(NC(=O)Cc2ccccc2)cc1)c1ccccc1	-3%	-1%	?	0%	-2%	6%	-2%	-1%	0%	6%
O=C(Cc1ccc(Cl)cc1)NC(=S)Nc1ccccc1N1CCOCC1	0%	-2%	5µM*	-8%	-15%	-5%	2%	-5%	10%	5µM*
O=C(Cn1c(NCCO)nc2ccccc21)c1ccccc1	4%	-3%	-38%	2%[11.5 µM]	4%	-12%	-6%	2%	4%	-15%
Cc1ccc(N2C(=O)C(CN3CCCCC3)C2c2ccccc2)cc1 (stereo not given)	-8%	-12%	-16%	-8%	-16%	7%	-2%	-8%	.	-3%[10 µM]
O=C(CSc1nnc(-c2ccco2)n1-c1ccccc1)NCCc1ccccc1	1%	-2%	14%	-9%	11%	-1%	-1%	-1%	-1%	17%
CCCCCC(O)CCCC(=O)O (stereo not given)	-1%[46.1 µM]	2%[46.1 µM]	.	.	0%	.	.	.	2%	.
O=C(COC(=O)c1cccnc1Cl)NC1CCCCCC1	.	.	.	.	2%	1%	.	4%	3%	.
O=C(NCCCn1ccnc1)C(=O)NCC1OCCCN1S(=O)(=O)c1ccc(F)cc1 (stereo not given)	2%	-5%	4%	-2%	-9%	0%	-2%	6%	14%	3%
CC(=O)O[C@H]1CC[C@@]2(C)[C@@H](CC[C@@H]3[C@@H]2CC[C@]2(C)[C@@H](C(C)(C)O)C[C@@H]32)C1	-3%	-5%	.	.	23%	5%	0%	-1%	14%	.
COc1cc2c(cc1OC)CN(CC(=O)Nc1ccccc1C(=O)NCc1ccccc1)CC2	0%	-1%	26%	-1%	-36%	-5%	1%	-5%	8%	2%
Cc1ccc(C)c(NC(=O)COC(=O)Cn2c(C)csc2=O)c1	-3%	-1%	.	.	-10%	-3%	16%	-1%	-23%	.
O=C(N/N=C/c1cc(Br)cc(Br)c1O)c1cccc(N2CCCC2=O)c1	-3%	-3%	3.5µM*	170%[activator]	-40%	16%	?	10%	2%	10µM*
CC(=O)c1cccc(CN2CCN(Cc3ccc(F)cc3)C(CCO)C2)c1 (stereo not given)	-15%	-8%	7%	-2%	-9%	-1%	0%	-3%	-3%	-10%
O=C1CC(C(=O)O)S/C(=N\NC(=O)c2ccccc2)N1 (stereo not given)	0%	-3%	27%	-7%	-6%	7%	-3%	0%	.	6%
CN(C)CCCn1c2c(c(SCC(=O)Nc3ccc4c(c3)OCO4)nc1=O)CCC2	-8%	3%	.	.	-18%	0%	-1%	1%	-3%	.
COc1cc(OC)cc(C(=O)Nc2nc(CC(=O)NCCc3ccccc3)cs2)c1	-5%	-8%	.	.	-22%	-4%	-5%	-3%	-2%	.
CCN1CCN(CCNC(=O)c2ccc(CS(=O)(=O)c3c(Cl)cccc3Cl)o2)CC1	4%	-3%	-12%	4%	-24%	10%	8%	0%	6%	1%
COc1ccc(C(=O)/C(=C\c2ccco2)N2C=CC=CC2=C(C#N)C#N)cc1	-41%[inhibitor]	-29%	4µM*	?	-89%[inhibitor]	-12%	-15%	-8%	2%	3.5µM*
O=C(Nc1nccs1)c1ccc(CSc2nnnn2-c2ccccc2)cc1	5%	13%	?	-9%	18%	1%	?	0%	.	14µM*
COc1cccc(NS(=O)(=O)c2ccc3[nH]cc(C(=O)NCCC(C)C)c(=O)c3c2)c1	-8%	-9%	27%	-9%	-45%	-14%	0%	-10%	6%	?
COc1cc(/C=N/NC(=O)c2ccc(CSc3nc4ccccc4[nH]3)cc2)ccc1O	-7%	-1%	8%	9%	-23%	-4%	?	-3%	-1%	-1%
O=C(CSc1cccc2cccnc12)N/N=C/c1ccc(F)cc1	-3%	-3%	27%	19%	0%	-3%	-4%	-5%	1%	23%
CN1CCCC(OC(=O)c2cccc(S(=O)(=O)N3CCCCCC3)c2)C1 (stereo not given)	2%	2%	3%	-3%	-2%	-1%	-3%	-4%	-4%	0%

One compound at a time (already shown). Order of screens: Rab9 promoter act	NPC1 promoter act	RORg inh	MBNL1-CUG inh	BRCA1 expr act	p53 reactivator	FLuc counter	ELG1 genotoxic	uPA surface inh	Gal4-VP16 FLuc
`O=C(CSc1cccc2cccnc12)N/N=C/c1ccc(F)cc1` is listed as -3%	-3%	27%	19%	0%	-3%	-4%	-5%	1%	23%
`COc1cc(/C=N/NC(=O)c2ccc(CSc3nc4ccccc4[nH]3)cc2)ccc1O` is listed as -7%	-1%	8%	9%	-23%	-4%	?	-3%	-1%	-1%
